Compound activity: PubChem BioAssay, The Scripps Research Institute Molecular Screening Center
PAFAH2 FP inh: inhibitors of human PAFAH2; recombinant PAFAH2, FP-rhodamine activity probe, fluorescence polarization; 340,000 compounds, 0.99% hits; inhibition, % at 3.39 µM; Q99487;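 active = inhibition above the mean over all tested compounds plus 3 SD, cut at about 30% in these data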;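 note: inhibitors block probe labeling of enzyme so polarization drops; 0% = enzyme with DMSO and 100% = wells lacking PAFAH2 protein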
PAFAH1B3 FP inh: blocks human PAF acetylhydrolase 1B catalytic subunit 3. 340,000 compounds, 0.28% hits. inhibition, % at 3.39 µM. Q15102. recombinant PAFAH1B3, FP-rhodamine probe, fluorescence polarization;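 active = inhibition above the screen-wide average of all tested compounds plus 3 SD, cut at about 25% in these data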;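 note: 0% = enzyme with DMSO only and 100% = wells lacking PAFAH1B3 protein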
LYPLA1 inh: counter-screen for PME1 inhibitors: inhibitors of human LYPLA1; recombinant LYPLA1, FP-Rh probe fluorescence polarization; inhibition, % at 5.9 µM; 320,000 compounds, 0.16% hits; AID 2174;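 active = inhibition above the mean of all tested compounds plus 3 SD, set per campaign, cut at about 14% in these data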;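 note: inhibitors block serine hydrolase probe labeling of LYPLA1 so polarization falls; 0% = enzyme with DMSO and 100% = wells lacking LYPLA1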
PREPL inhibitor: inhibits the human prolyl oligopeptidase-like enzyme; Q4J6C6; recombinant PREPL, fluorescence polarization activity-based probe; inhibition, % at 5.96 µM; 320,000 compounds, 0.68% hits; in the data active = inhibition above about 43%;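 note: 0% = enzyme with DMSO and 100% = wells lacking enzyme; many of its hits are not listed in these tables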
Target sequence (Q4J6C6 whole entry, looked up): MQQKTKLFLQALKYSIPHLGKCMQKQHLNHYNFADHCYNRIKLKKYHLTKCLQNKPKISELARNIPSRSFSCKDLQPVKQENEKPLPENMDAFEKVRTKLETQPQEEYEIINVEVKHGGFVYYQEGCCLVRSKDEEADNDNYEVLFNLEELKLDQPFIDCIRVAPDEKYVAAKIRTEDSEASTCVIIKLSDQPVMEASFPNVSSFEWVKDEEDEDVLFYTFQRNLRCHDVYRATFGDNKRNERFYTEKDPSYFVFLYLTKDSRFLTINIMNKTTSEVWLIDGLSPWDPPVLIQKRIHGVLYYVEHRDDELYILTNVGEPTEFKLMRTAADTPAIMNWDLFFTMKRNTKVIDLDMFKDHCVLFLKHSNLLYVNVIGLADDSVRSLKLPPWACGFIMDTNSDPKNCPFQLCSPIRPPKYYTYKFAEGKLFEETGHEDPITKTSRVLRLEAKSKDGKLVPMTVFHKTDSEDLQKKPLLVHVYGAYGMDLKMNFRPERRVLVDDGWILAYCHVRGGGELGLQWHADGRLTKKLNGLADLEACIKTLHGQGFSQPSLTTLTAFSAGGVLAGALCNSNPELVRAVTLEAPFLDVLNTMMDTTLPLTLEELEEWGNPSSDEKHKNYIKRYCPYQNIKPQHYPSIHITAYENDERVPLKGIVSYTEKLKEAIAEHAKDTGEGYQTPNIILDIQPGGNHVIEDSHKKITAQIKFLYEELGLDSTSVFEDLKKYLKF
LYPLA2 inh: LYPLA2 (human) inhibition in PME1 counter-screen. O95372. recombinant LYPLA2, FP-Rh probe fluorescence polarization. inhibition, % at 5.9 µM. 320,000 compounds, 0.38% hits. AID 2177;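 active = inhibition above the screen-wide mean plus 3 SD, limit set per campaign, cut at about 26% in these data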;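 note: 0% = LYPLA2 with DMSO and 100% = wells lacking LYPLA2 enzyme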
Target sequence (O95372 whole entry, looked up): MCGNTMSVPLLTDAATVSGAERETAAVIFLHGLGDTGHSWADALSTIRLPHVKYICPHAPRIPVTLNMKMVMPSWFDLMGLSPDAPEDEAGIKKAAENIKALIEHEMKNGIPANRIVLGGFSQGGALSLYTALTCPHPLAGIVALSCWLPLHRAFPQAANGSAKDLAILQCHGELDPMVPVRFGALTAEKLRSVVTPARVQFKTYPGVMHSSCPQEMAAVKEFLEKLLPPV
PAD4 inh: blocks human protein arginine deiminase 4. inhibition, % at 6.36 µM. recombinant PAD4, RCA probe fluorescence polarization. 330,000 compounds, 0.41% hits. Q9UM07. AID 485272;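 active = percent inhibition above a cutoff equal to the mean of all tested compounds plus 3 SD, cut at about 15% in these data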;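 note: 0% = PAD4 with RCA probe and DMSO and 100% = probe without PAD4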
PAFAH1B2 FP inh: PAFAH1B2 (human) inhibition; P68402; recombinant PAFAH1B2, FP-rhodamine activity probe, fluorescence polarization; inhibition, % at 3.39 µM; 340,000 compounds, 1.2% hits;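 active = inhibition above the mean of all tested compounds plus 3 SD, cut at about 24% in these data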;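 note: 0% = enzyme with DMSO and 100% = wells lacking PAFAH1B2; many of its hits are not listed in these tables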
pPAFAH FP inh: pPAFAH (human) enzyme inhibition; Q13093; recombinant pPAFAH, FP-rhodamine probe fluorescence polarization; inhibition, % at 3.39 µM; 330,000 compounds, 1.5% hits; AID 463082;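 active = inhibition above the mean inhibition across the screen plus 3 SD, cut at about 25% in these data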;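 note: inhibitors block binding of the rhodamine activity-based probe so polarization drops; 0% = enzyme with DMSO and 100% = wells lacking pPAFAH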
GSTO1 inh: blocks human GSTO1 in RBBP9 counter-screen | P78417 | AID 1974 | recombinant GSTO1, activity-based probe fluorescence polarization | inhibition, % at 5.96 µM | 300,000 compounds, 1.1% hits;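 active = inhibition above the campaign mean inhibition plus 3 SD, cut at about 35% in these data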;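 note: 0% = GSTO1-1 with DMSO and 100% = wells lacking GSTO1-1 enzyme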
Numbers without * were called inactive; . = not tested or not shown; & = joins results of further samples. The list is partial; count on the stated rates, not on these rows.

entry	mol	pPAFAH FP inh	LYPLA2 inh	LYPLA1 inh	GSTO1 inh	PAFAH2 FP inh	PAFAH1B3 FP inh	PAFAH1B2 FP inh	PREPL inhibitor	PAD4 inh
1	Cn1c(=NC(=O)CN2C(=O)C3CC=CCC3C2=O)sc2ccccc21 (configuration not stated)	-1	9	0	0	11&3	17&4	6&2	7	-5
2	O=C1Nc2cc(C(=O)NCCCN3CCCC3)ccc2S/C1=C/c1ccccc1F	1	-1	-3	-19	-8	-2	-4	-5	3
3	COc1ccc(C(=O)Nc2ccc3c(c2)OCO3)cc1OC	-1	9	1	1	2	9	1	18	0
4	O=C(COC(=O)[C@@H]1CC(O)CN1S(=O)(=O)c1ccccc1[N+](=O)[O-])c1ccccc1 (some centres not stated)	8	8	2	14	4	3	0	-2	-1
5	COc1cc(/C=C/C(=O)OCC(=O)NC(=O)NC(C)C)ccc1OCC#N	-4	-4	-1	-3	3	9	0	6	-1
6	Cc1ccc(NC(=O)CCc2c(C)nn(-c3ccc(N4CCOCC4)nn3)c2C)c(C)c1	3	10	-3	4	13	4	-2	9	3
7	CSc1ccccc1NC(=O)CN(C)CC(=O)Nc1ccccc1N1CCOCC1	3	-4	-4	2	-1	0	1	15	-2
8	Cc1noc(C)c1C(=O)N1CCN(S(=O)(=O)c2ccc(F)cc2)CC1	3	7	3	-3	6	-2	-2	2	7
9	COc1ccc(N(CC(=O)NCc2ccccc2C)S(=O)(=O)c2ccc(C)cc2)cc1OC	2	-2	-4	1	-1	10	2	-4	0
10	CC1Cc2cc(/C(O)=C3/C(=O)C(=O)N(CC4CCCO4)C3c3ccco3)ccc2O1 (configuration not stated)	3	1	1	-4	-3	-12	1	4	-1
11	CN(C)c1ccc(C(=O)N/N=C/c2ccccn2)cc1	4	3	3	2	-6	3	4	1	-3
12	CCc1cc(C(=O)OC)c(NC(=O)CCC(=O)O)s1	0	2	-6	15	-2	12	-3	6	-5
13	O=C(COC(=O)CCSc1ccccc1)NCc1ccccc1Cl	13	1	4	0	4	11	21	-5	-1
14	O=C(NC1CCS(=O)(=O)C1)c1ccccc1Cl (configuration not stated)	2	.	.	.	7	9	3	10	-3
15	CC(=O)N1CCCc2cc(S(=O)(=O)N3CCCC3)ccc21	1	-1	-2	1	4	3	1	2	5
16	Cc1ccc(S(=O)(=O)NCCNC(=O)c2ccccc2)cc1	0	2	-1	3	2	1	9	14	-1
17	CC(C)(C)n1nc(Cc2cccc3ccccc23)c(C#N)c1N	1	1	-1	26	-55	-4	3	-3	-2
18	O=C(CCc1ccccc1)Nc1nccs1	4	3	1	1	-2	5	6	10	-6
19	O=C(CSc1nc2c([nH]c3ccccc32)c(=O)n1-c1cccc(Cl)c1)N1CCOCC1	0	-6	-2	-6	6	-14	-1	2	1
20	CC(C)c1nc(SCC(=O)Nc2ccc(N(C)C)cc2)c2ccccc2n1	9	-2	1	-2	-6	5	-2	9	7
21	COc1cccc(NS(=O)(=O)c2ccc(S(=O)(=O)N3CCOCC3)cc2)c1	1	-3	0	9	4	7	11	-4	-3
22	COc1ccc(S(=O)(=O)N2CCOCC2)cc1N=Nc1sc(N)nc1-c1ccccc1	16	4	-1	1	8	0	1	3	-6
23	O=C(Cc1c(F)cccc1Cl)NNC(=O)c1ccccc1Cl	0	1	1	.	6	1	3	2	-1
24	Cc1nn(C)c(C)c1/C=N/NC(=O)c1csc2ccccc12	-1	2	3	-3	.	.	.	2	-1
25	COc1cccc(C2OC(=O)c3ccccc3N2C(C)=O)c1OC(C)=O (configuration not stated)	3	3	0	10	-3	7	-2	2	-4

(continued)
entry	mol	pPAFAH FP inh	LYPLA2 inh	LYPLA1 inh	GSTO1 inh	PAFAH2 FP inh	PAFAH1B3 FP inh	PAFAH1B2 FP inh	PREPL inhibitor	PAD4 inh
26	CCc1ccccc1N(CC(=O)NCC1CCCO1)C(=O)CCC(=O)Nc1cc(C)on1 (configuration not stated)	2	-3	-1	3	-4	9	8	-7	-2
27	CCN(C1CCS(=O)(=O)C1)S(=O)(=O)c1cccc([N+](=O)[O-])c1 (configuration not stated)	4	3	2	2	1	-8	-4	5	-2
28	CCC1CCCCN1CCCNC(=O)CNC(=O)c1nn(-c2ccc(OC)c(Cl)c2)c(=O)c2ccccc12 (configuration not stated)	-1	7	0	-5	1	2	5	16	0
29	C/C(=N\NC(=O)c1ccccc1O)c1c(O)cc(C)oc1=O	1	5	0	9	-4	15	12	14	-2
30	CCOC(=O)CCSc1nc(C)c2ccccc2n1	-4	-1	-3	3	0	-5	0	0	2
31	Nc1ncncc1-c1ccc([N+](=O)[O-])cc1	2	3	-2	4	7	5	6	-1	6
32	CC1(C)C2CCC1(C)C(NC(=O)CCN1CCCCC1)C2 (configuration not stated)	2	4	2	7	3	1	5	5	1
33	O=C(CCNS(=O)(=O)c1ccc2c(c1)CCC(=O)N2)NCc1cccnc1	2	4	4	0	-7	-5	-4	16	-2
34	COc1cc(C(=O)Nn2c(CC(C)C)nc3ccccc3c2=O)cc(OC)c1OC	5	3	5	1	-3	2	-4	6	4
35	O=C(Oc1ccc(OC(=O)C2CCC2)cc1)C1CCC1	42*	13	4	2	3	1	3	0	2
36	CCCn1c(=O)c(C(=O)N/N=C/c2ccccc2F)c(O)c2ccccc21	-5	-1	-4	-3	3	6	2	0	2
37	CCCNC(=O)C(Cc1ccc(I)cc1)NC(=O)C1CC1 (configuration not stated)	-6	-1	1	.	6	4	-3	11	2
38	CC1=NN(C(=O)CCc2ccc3c(c2)OCO3)C(O)(C(F)(F)F)C1 (configuration not stated)	-3	2	-2	6	-2	1	6	-6	1
39	O=C(CSc1nnc(NC(=O)c2c(F)cccc2F)s1)NCC1CCCO1 (configuration not stated)	-3	2	2	-8	-3	-2	4	-2	4
40	Cc1cc(/C=C(\C#N)C(=O)NCc2ccccc2)cc(C)c1O	-2	-3	0	-5	-1	7	4	-7	-4
41	Cc1ccsc1C(=O)OCC(=O)c1cc(C)n(CC2CCCO2)c1C (configuration not stated)	0	7	-1	-2	2	9	5	31	3
42	CN(Cc1nccn1C)C(=O)c1ccc(OC2CCN(CCc3ccccc3)CC2)cc1	1	8	5	3	-1	-2	6	11	3
43	CCN1C(=O)[C@H]2[C@@H](c3ccc(-c4ccc(F)cc4)c(OC)c3)N[C@@](CC(C)C)(C(=O)OC)[C@H]2C1=O	6	-11	1	3	.	.	.	-2	2
44	NN/C(=C\[N+](=O)[O-])Nc1ccccc1	12	10	-2	11	-1	-4	-1	10	0
45	O=C(Nc1cccc2ccccc12)c1ccc(OC(=S)N2CCOCC2)cc1	-4	-32	-19	-9	-11	4	-3	10	0
46	COc1ccccc1OCC(=O)NNC(=O)CCCC(=O)NNC(=O)COc1ccccc1OC	1	1	3	6	2	12	4	14	-2
47	COC(=O)c1cccc(COC(=O)c2ccc(CS(=O)(=O)c3ccc(C)cc3)cc2)c1	5	-7	-4	3	5	0	-2	-6	0
48	CCCCCC(=O)N1CCN(c2ccc(C(C)=O)cc2F)CC1	1	5	3	3	-4	7	-1	2	1
49	CN1CCN(S(=O)(=O)c2ccc(Cl)c3ccccc23)CC1	4	7	0	-3	3	6	2	-34	4
50	COc1cc(/C=N/NC(=O)c2ccc(NC(=O)C3CC3)cc2)ccc1OC(C)=O	2	2	0	-2	5	6	7	8	-1

More results follow:
entry	mol	pPAFAH FP inh	LYPLA2 inh	LYPLA1 inh	GSTO1 inh	PAFAH2 FP inh	PAFAH1B3 FP inh	PAFAH1B2 FP inh	PREPL inhibitor	PAD4 inh
51	CCOc1ccc(NC(=O)CN(C)C(=O)CCCc2nc3ccccc3c(=O)[nH]2)cc1OCC	1	8	1	0	1	6	0	10	-4
52	CCCCCCCCCOC(=O)C[n+]1csc(CCO)c1C	3	1	0	-6	6	7	2	3	3
53	COC(=O)c1ccc(CN2CCCC(C(=O)c3cc(F)ccc3OC)C2)cc1 (configuration not stated)	0	1	-5	3	5	7	0	4	-3
54	O=C(CCSc1nc(-c2ccco2)cc(C(F)(F)F)n1)N1CCN(c2ccccn2)CC1	14	1	4	1	7	-12	-4	-29	-4
55	COc1ccc(-c2ccc(CCC(=O)O)n2NC(=O)c2ccc(O)cc2)cc1	1	-1	4	8	-1	7	9	5	0
56	Cc1ccc(Cn2ccc(NC(=O)c3nn(C)cc3[N+](=O)[O-])n2)cc1	-4	0	0	7	-2	9	4	-1	0
57	CCCC(=O)N(Cc1cc(=O)[nH]c2ccccc12)c1ccc(C)cc1	2	-2	1	-15	5	1	7	-17	23*
58	O=c1[nH]c2ccc([N+](=O)[O-])cc2nc1/C=C(\O)c1ccccc1	3	-2	0	1	4	2	2	-5	-4
59	Cc1ccccc1NC(=O)c1ccccc1NC(=O)c1ccco1	0	-1	0	-2	0	-1	-5	-10	-1
60	CCCCCC(=O)NNC(=O)c1ccc(-c2ccccc2)cc1	-3	1	-2	0	-1	4	2	18	-4
61	COc1ccc(CNC(=O)c2ccc3c(=O)n(CCCN4CCCC4=O)c(=S)[nH]c3c2)cc1	7	4	-3	6	-2	-6	0	4	3
62	COc1ccc(-c2nc(NC(=O)c3[nH]c(C)c(C(C)=O)c3C)sc2C)cc1	11	-2	-7	-36	-13	12	4	21	1
63	COC(=O)C(Cc1ccccc1)NC(=O)CNC(=O)c1ccc(Br)o1 (configuration not stated)	-3	-1	-1	.	-1	4	3	1	-1
64	O=C(O)CCc1nc2cc(Cl)ccc2n(Cc2ccccc2)c1=O	8	3	0	-1	-1	-2	3	1	-5
65	Cc1cccc(NC(=O)NCc2cccnc2)c1C	6	3	0	2	-5	3	5	5	8
66	C=CC[N+]1(CC#Cc2ccccc2)CCCC1	3	-3	-1	5	-4	4	0	-3	-3
